Screens as filed in PubChem BioAssay.
p47phox inh: p47phox/p22phox peptide binding inhibitors, primary screen, biochemical, uHTS, NADPH oxidase regulatory subunit; fluorescence polarization, 2 h; inhibition, % at 24.7 µM; hit rate 0.53% among 220,000;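 active = inhibition above about 30%, limit read from the data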;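 note: 0% = p47phox with labelled peptide and 100% = labelled peptide alone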
PPC-1+TRAIL kill: compounds killing PPC-1 cancer cells with TRAIL present, primary screen, TRAIL potentiator project, ATPLite luminescence, uHTS. AID 1443, 2008. cell killing (% activity), % at 4 µM. PPC-1 cells + TRAIL, ATPLite viability luminescence. hit rate 0.41% among 220,000;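 active = cell killing above 50% in the first pass at 4 µM, then a duplicate retest at 5 µM averaging 50% or more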;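 note: plate controls were cells with TRAIL plus DMSO for no effect and medium-only wells lacking cells for full effect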
EP2 antag: human EP2 receptor antagonists, primary screen, TR-FRET cAMP, C6 glioma cells; Prostaglandin E2 receptor EP2 subtype (Homo sapiens), P43116; C6 glioma cells expressing human EP2; cells stimulated with saturating PGE2; inhibition, % at 25 µM; hit rate 0.52% among 260,000;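 active = percent inhibition above 40 after rounding to a whole number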;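 note: rat C6 glioma host cells with rolipram phosphodiesterase inhibitor present; the protocol text gives 20 µM as final concentration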
Target sequence (P43116 whole entry, looked up): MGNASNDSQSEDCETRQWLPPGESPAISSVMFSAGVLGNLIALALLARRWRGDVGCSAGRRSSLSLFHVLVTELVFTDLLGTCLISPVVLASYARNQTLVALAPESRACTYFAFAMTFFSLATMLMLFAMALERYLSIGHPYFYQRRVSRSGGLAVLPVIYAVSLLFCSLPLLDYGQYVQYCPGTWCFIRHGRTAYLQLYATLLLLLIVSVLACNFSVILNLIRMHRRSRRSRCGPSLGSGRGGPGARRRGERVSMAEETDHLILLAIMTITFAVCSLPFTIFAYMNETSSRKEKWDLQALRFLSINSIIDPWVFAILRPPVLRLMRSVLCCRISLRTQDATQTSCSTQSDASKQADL
Furin inhibitor: human furin inhibitors, primary screen, biochemical, fluorescence intensity | P09958 | inhibition, % at 30 µM | hit rate 0.061% among 220,000 | purified furin, fluorogenic substrate cleavage; in the data active = inhibition above about 25%; note: inactives centre near -15
Target sequence (P09958 108-714 limits assumed): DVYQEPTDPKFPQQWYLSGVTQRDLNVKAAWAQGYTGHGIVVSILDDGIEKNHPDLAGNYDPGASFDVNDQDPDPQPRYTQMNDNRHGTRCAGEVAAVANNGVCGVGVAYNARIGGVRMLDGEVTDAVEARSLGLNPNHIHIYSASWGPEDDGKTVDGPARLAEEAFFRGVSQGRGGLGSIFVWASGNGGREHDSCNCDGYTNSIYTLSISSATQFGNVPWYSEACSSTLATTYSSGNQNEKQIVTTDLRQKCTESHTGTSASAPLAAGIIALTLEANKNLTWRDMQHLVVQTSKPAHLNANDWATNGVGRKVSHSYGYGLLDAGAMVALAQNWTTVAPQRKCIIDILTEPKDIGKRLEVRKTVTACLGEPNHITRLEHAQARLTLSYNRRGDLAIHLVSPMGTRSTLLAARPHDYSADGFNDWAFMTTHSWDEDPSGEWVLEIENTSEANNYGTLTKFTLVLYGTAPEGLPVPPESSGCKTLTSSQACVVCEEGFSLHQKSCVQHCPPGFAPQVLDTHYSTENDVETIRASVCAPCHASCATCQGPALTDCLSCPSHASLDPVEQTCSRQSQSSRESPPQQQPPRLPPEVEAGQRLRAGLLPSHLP
p97 ATPase inh: inhibitors of human p97 ATPase, primary screen, biochemical; recombinant p97 ATPase, Kinase-Glo ATP luminescence, 3 h; hit rate 0.42% among 220,000; inhibition, % at 8 µM; in the data active = inhibition above about 15%;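 note: 0% = DMSO vehicle and 100% = wells lacking enzyme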
Ba/F3 V617F tox: reduced viability of JAK2V617F-dependent Ba/F3 cells, primary screen, JAK2V617F inhibitor project, cell-based, Ba/F3 EpoR-JAK2V617F, luminescence | AID 1446, 2008 | hit rate 1.1% among 220,000 | ATP luminescence | inhibition, % at 5.6 µM;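 active = inhibition above the campaign mean plus 3 SD over all tested compounds, cut at about 24% in these data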;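 note: cytokine-independent growth of Ba/F3 cells driven by EpoR plus mutant JAK2; 0% = DMSO-treated cells and 100% = JAK inhibitor I control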
RBBP9 inh: human RBBP9 inhibitors, primary screen, biochemical, fluorescence polarization, FP-Rh probe, HTS; Serine hydrolase RBBP9 (Homo sapiens), O75884; recombinant RBBP9; inhibition, % at 7.94 µM; hit rate 0.2% among 220,000; AID 1515, 2009;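 active = inhibition above the campaign mean of all tested compounds plus 3 SD, cut at about 14% in these data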;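 note: plate controls were DMSO wells with RBBP9 for no effect and wells lacking RBBP9 protein for full effect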
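Measured by: FP readout at 525/598 nm; material: recombinant human RBBP9; also added: Serine-hydrolase probe FP-Rh, 375 nM pre-mixing; medium: Tris buffer pH 8.0, NaCl, Pluronic; replication: one well per compound; doses: one concentration, 7.94 µM nominal, 0.794% DMSO; timing: preincubation 30 min plus labeling 45 min at 25 °C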
TbHK1 inh: Trypanosoma brucei hexokinase 1 inhibitors, primary screen, biochemical, G6PDH-coupled NADH absorbance, MLSCN library; inhibition, % at 10 µM; recombinant TbHK1, G6PDH-coupled NADH A340; hit rate 0.11% among 220,000;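 active = inhibition of 50% or more in the single-dose primary screen; inactive = inhibition below 50%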
BaF3 parental: parental Ba/F3 cell viability inhibition, counter-screen for JAK2V617F inhibitor project, murine pro-B, CellTiter-Glo luminescence; CellTiter-Glo ATP luminescence; inhibition, % at 5.6 µM; hit rate 1.1% among 220,000;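 active = inhibition above a per-campaign cutoff, the mean inhibition of all tested compounds plus 3 SD, cut at about 27% in these data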;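 note: 0% = DMSO wells and 100% = JAK Inhibitor I control wells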
* = called active by the depositor; / = no result given; & = joins results of further samples; [ ] = dose if it differs, or a comment.

#1 O=C(CSc1nc2ccsc2c(=O)n1Cc1ccc(C(=O)O)cc1)NCC1CCCO1 (stereo unspecified)
#2 COCCCN(CC(=O)Nc1ccc(N2CCOCC2)cc1)S(=O)(=O)c1ccccc1
#3 Cc1ccsc1CN(C)Cc1nc(C2CC2)no1
#4 CCn1cc(/C=N/NC(=O)COc2cccc3cccnc23)c2ccccc21
#5 O=C1OCCN1/N=C/c1ccc([N+](=O)[O-])o1
#6 CCOC(=O)N1CCN(S(=O)(=O)c2ccc(C)c([N+](=O)[O-])c2)CC1
#7 O=C(Cn1nnc2ccccc21)OCC(=O)c1ccc(Cl)cc1
#8 Cc1cc(C(=O)Nc2ccc3c(c2)OCCO3)c(C)o1
#9 NC(=O)/C(=C/c1ccc2c(c1)OCO2)NC(=O)c1ccco1
#10 O=C(C1CCCCC1)N1CCC(c2nc3ccccc3[nH]2)CC1

assay / compound,1,2,3,4,5,6,7,8,9,10
p97 ATPase inh,5,7,0,5,5,-1,-4,-3,-3,3
p47phox inh,0,-10,2,41*,7,11,5,-2,0,0
Ba/F3 V617F tox,0,1,0,0,-2,2,0,1,3,2
TbHK1 inh,1,0,-1,-9,-3,6,-5,-3,-14,4
BaF3 parental,7,1,7,5,3,3,0,3,11,6
PPC-1+TRAIL kill,-2,-1,6,2,6,14,7,27,8,12
EP2 antag,5,0,7,7,14&11,6,11&4,3,5,5
RBBP9 inh,-4,-6,-6,-6,-4,-5,-1,-3,-6,0
Furin inhibitor,-20,-25,-15,-14,-15,-1,-14,15[20 µM],-7,-21

Structural class: the entries above with a thiophene ring, fused or not
#1 O=C(CSc1nc2ccsc2c(=O)n1Cc1ccc(C(=O)O)cc1)NCC1CCCO1 (stereo unspecified)
#3 Cc1ccsc1CN(C)Cc1nc(C2CC2)no1

assay / compound,1,3
p97 ATPase inh,5,0
p47phox inh,0,2
Ba/F3 V617F tox,0,0
TbHK1 inh,1,-1
BaF3 parental,7,7
PPC-1+TRAIL kill,-2,6
EP2 antag,5,7
RBBP9 inh,-4,-6
Furin inhibitor,-20,-15

Other records
#11 O=C(O)c1ccccc1-c1nc2ccccc2c(=O)[nH]1
#12 O=C(O)c1cc(O)c2c(c1)C(=O)c1cc(O)cc(O)c1C2=O
#13 CSc1ncccc1C(=O)OCC(=O)N(C)C1CCS(=O)(=O)C1 (stereo unspecified)
#14 COc1ccccc1NC(=O)/C=C1\SCC(=O)N1C
#15 Cc1ccc(Nc2nnc(-c3ccc(N4CCOCC4)c([N+](=O)[O-])c3)c3ccccc23)cc1
#16 COc1ccc(C2=NO[C@@H]3C(=O)N(C4CCCCC4)C(=O)[C@H]23)cc1OC
#17 COc1ccccc1NC(=O)N1CCCC1C(=O)NCc1ccc2c(c1)OCO2 (stereo unspecified)
#18 O=C(COC(=O)c1ccc2c(c1)OCCO2)Nc1cc(Cl)ccc1Cl
#19 Cc1ccc(C(=O)Cn2cc([N+](=O)[O-])nc2C)cc1
#20 NCc1cccc(-n2cccn2)c1

assay / compound,11,12,13,14,15,16,17,18,19,20
p97 ATPase inh,2,-5,1,-9,5,2,0,-6,10,3
p47phox inh,-10,-20,-14,2,-3,-16,7,2,-11,-17
Ba/F3 V617F tox,-1,2,-2,6,-2,-3,-1,6,-4,-4
TbHK1 inh,-6,-7,-12,-10,-10,0,1,-10,-18,-1
BaF3 parental,5,-7,3,10,7,1,0,3,-3,-1
PPC-1+TRAIL kill,-4,12,2,20,12,12,8,1,3,31
EP2 antag,8&18,12&17,14,5,11,0,5&16,13,13,5
RBBP9 inh,-7,-4,-9,-2,-7,-4,-1,-5,5,4
Furin inhibitor,-17,-15,-17[20 µM],-15,-24,-24,-15[20 µM],-5[20 µM],-15,-12[20 µM]

#21 COc1cc(C(=O)N/N=C/c2ccccn2)cc(OC)c1OC
#22 CC(=O)Nc1ccc(-c2csc(NNC(=O)c3ccc(C)cc3)n2)cc1
#23 COC(=O)c1ccccc1NCCO
#24 Cc1ccc(S(=O)(=O)CCNC(=O)Cc2ccc(Cl)cc2)cc1
#25 CCOC(=O)c1c(N)sc(-c2ccccc2)c1C
#26 O=C(COC(=O)c1ccccc1C(=O)c1ccc(Cl)c([N+](=O)[O-])c1)NC1CC1
#27 O=C(N/N=C/c1ccc(N2CCOCC2)cc1)c1ccc(O)cc1
#28 CCOC(=O)N1CCN(C(=O)c2ccc3c(c2)N(Cc2ccc(C)cc2)CCS3)CC1
#29 CN1CCN(NC(=O)c2cn(-c3ccccc3)nc2-c2cccc(Br)c2)CC1
#30 C=CCS/C(=N\n1cnc2ccccc2c1=O)N(CC)CC

assay / compound,21,22,23,24,25,26,27,28,29,30
p97 ATPase inh,6,-1,6,0,1,5,4,-3,-1,1
p47phox inh,11,-4,-6,3,14,-10,-9,-2,-17,4
Ba/F3 V617F tox,6,2,-4,-3,-1,-2,-1,-1,0,-4
TbHK1 inh,-7,-6,-17,-3,-1,-5,-92,-13,-2,-10
BaF3 parental,6,3,-2,1,-2,-5,-1,2,3,-1
PPC-1+TRAIL kill,5,24,10,-3,14,9,23,2,7,-14
EP2 antag,5,0,4,7,8,3,21,10,6,3
RBBP9 inh,-3,-11,-4,0,10,-2,-4,-7,-2,-3
Furin inhibitor,-15,-19,-62,-37,-24[20 µM],-29,9,-18[20 µM],-27,-20[20 µM]

#31 CCOc1c2ccc(C(=O)NCCCCc3ccccc3)cc2nn1CC
#32 O=C1CN(C(=O)c2ccc(Br)o2)C(c2ccccc2)c2cc(Br)ccc2N1 (stereo unspecified)
#33 COc1ccccc1NCC(O)COc1ccc(C(C)(C)C)cc1 (stereo unspecified)
#34 COc1ccc(NC(=O)CCN2C(=O)c3ccc([N+](=O)[O-])cc3C2=O)c(OC)c1
#35 Cc1cc(C(=O)COc2cccnc2[N+](=O)[O-])c(C)n1-c1ccccc1F
#36 COc1ccc(NC(=O)CN2CCN(c3nc(-c4ccc(F)cc4)cs3)CC2)c(OC)c1
#37 Nc1nc(Cn2nnc(-c3ccccc3F)n2)nc(N2CCOCC2)n1
#38 O=C(NCC1CCC(C(=O)O)CC1)OCc1ccccc1 (stereo unspecified)
#39 Cc1noc(C(=O)Nc2ccccc2C(F)(F)F)c1Cl
#40 O=C(NCCc1nc2ccccc2[nH]1)/C(=C/c1ccco1)NC(=O)c1ccccc1Br

assay / compound,31,32,33,34,35,36,37,38,39,40
p97 ATPase inh,-1,-3,-1,7,6,-3,4,1,3,4
p47phox inh,-4,-18,-2,0,-25,-14,-8,-17,-5,-7
Ba/F3 V617F tox,-2,3,-2,-4,-2,2,1,-1,1,-2
TbHK1 inh,-4,0,-2,31,-8,-1,-8,-6,7,-8
BaF3 parental,1,8,4,3,-4,9,6,2,4,4
PPC-1+TRAIL kill,21,19,16,29,14,15,15,-2,8,1
EP2 antag,26,/,4,8,9,7&7,11,/,2,7
RBBP9 inh,-6,-6,0,4,-3,0,-2,1,-7,-3
Furin inhibitor,-20[20 µM],0,-14,4,-23,-8,-14,-16[20 µM],-23,-21

#41 COc1ccc(CCNC(=O)CCn2c(=O)oc3ccccc32)cc1OC
#42 O=C(NC(=O)c1ccccc1)Nc1ccc(-c2cnco2)cc1
#43 OCCC1CN(Cc2ccccc2OC2CCCC2)CCN1Cc1ccsc1 (stereo unspecified)
#44 O=C(Cn1nnc(-c2ccccc2)n1)OCc1csc(-c2ccccc2)n1
#45 Cc1cccc(C)c1OCC(=O)N/N=C/c1cc2c(cc1[N+](=O)[O-])OCO2
#46 CN(C(=O)CS(=O)(=O)c1cn(CC(=O)N2CCOCC2)c2ccccc12)c1ccccc1
#47 CCOC(=O)c1ccc(-n2c(N)c(C(=O)NCC3CCCO3)sc2=S)cc1 (stereo unspecified)
#48 Oc1cccc2c(NC(=S)Nc3ccc(OC(F)F)cc3)cccc12
#49 COC(=O)CC1(C(=O)OC)Oc2ccc(Br)cc2C(=O)N1c1cc(Cl)c(Cl)cc1Cl (stereo unspecified)
#50 CCOC(=O)NC(=O)/C(N=Nc1ccc(C(F)(F)F)cc1)=C(\C)O
#51 CC(=O)N1CCCc2cc(S(=O)(=O)NCc3ccc(C)cc3)ccc21

assay / compound,41,42,43,44,45,46,47,48,49,50,51
p97 ATPase inh,2,-5,-5,4,3,2,-6,10,2,-1,3
p47phox inh,-15,3,-3,-15,-4,-7,-2,-7,-14,-10,-6
Ba/F3 V617F tox,2,0,9,1,0,0,4,0,-1,4,-3
TbHK1 inh,-4,-15,-4,2,-8,-2,-13,-1,-8,5,4
BaF3 parental,9,1,13,5,10,7,4,10,2,14,10
PPC-1+TRAIL kill,12,-4,22,1,-6,27,15,47,4,-18,-14
EP2 antag,8,9,2,20,6,4,3,15,18,9,22
RBBP9 inh,1,-7,-5,-1,-1,-12,-4,6,-7,-11,-3
Furin inhibitor,-24,-24,-6,-27,-16[20 µM],-29,-15[20 µM],-12,-12,-8,-18

An excerpt from above with just PPC-1+TRAIL kill and EP2 antag.
entry	Molecule	PPC-1+TRAIL kill	EP2 antag
51	CC(=O)N1CCCc2cc(S(=O)(=O)NCc3ccc(C)cc3)ccc21	-14	22
46	CN(C(=O)CS(=O)(=O)c1cn(CC(=O)N2CCOCC2)c2ccccc12)c1ccccc1	27	4

In another format: 3 of the compounds above
item	SMILES	p97 ATPase inh	p47phox inh	Ba/F3 V617F tox	TbHK1 inh	BaF3 parental	PPC-1+TRAIL kill	EP2 antag	RBBP9 inh	Furin inhibitor
47	CCOC(=O)c1ccc(-n2c(N)c(C(=O)NCC3CCCO3)sc2=S)cc1 (stereo unspecified)	-6	-2	4	-13	4	15	3	-4	-15[20 µM]
48	Oc1cccc2c(NC(=S)Nc3ccc(OC(F)F)cc3)cccc12	10	-7	0	-1	10	47	15	6	-12
49	COC(=O)CC1(C(=O)OC)Oc2ccc(Br)cc2C(=O)N1c1cc(Cl)c(Cl)cc1Cl (stereo unspecified)	2	-14	-1	-8	2	4	18	-7	-12

This is a subset; rates above refer to the full screens.
